Screening results from PubChem.
ASAP1 inh – blocks human ASAP1-stimulated Arf1 GTP hydrolysis; GDP FP detection; inhibition, % at 16.5 µM; actives 0.19% (n = 360,000); in the data active = inhibition above about 25%;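 note: 0% = vehicle with enzyme and substrate and 100% = no enzyme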
ARFGAP1 inh – rat ARFGAP1 inhibition. inhibition, % at 16.5 µM. Q62848. actives 0.26% (n = 360,000). Arfgap1-stimulated ARF1 GTP hydrolysis, GDP FP detection;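 active = inhibition above a per-plate limit, mean inhibition of low control wells plus 3 SD, cut at about 25% in these data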;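 note: 0% = DMSO wells with enzyme and 100% = wells lacking Arfgap1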
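System: truncated rat Arfgap1 GAP domain / Medium: HEPES-based buffer, pH 7.5 / Also added: N-terminally truncated human ARF1-GTP substrate / Incubation: enzyme reaction 120 min at 25 °C after 20 min preincubation / Measured by: FP of antibody-bound GDP Alexa 633 tracer, ex 620/em 688 nm / Replicates: singlicate, each compound tested once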
UHRF1 MBD2 ctr – human UHRF1 methylated DNA binding inhibitors. Q96T88. UHRF1 binding to methylated oligo, TR-FRET. inhibition, % at 4.4 µM. actives 0.75% (n = 370,000); in the data active = inhibition above about 21%;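 note: UHRF1 SRA domain binding a hemimethylated CpG hairpin DNA probe; 0% = median of test compound wells and 100% = reference inhibitor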
NR1D1 modulator – modulates human Rev-erb alpha binding to DNA | P20393 | Rev-erbα–FITC-DNA binding, fluorescence polarization, 90 min | activity, % at 10 µM | actives 0.79% (n = 370,000) | AID 1259318;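 active = activity above about 14%, limit read from the data; passing the limit was not always enough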;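 note: 0% = DMSO wells with 35 nM protein and 100% = DMSO wells with 750 nM protein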
PLCb3 inh – blocks human PLC-beta3 enzyme activity | Q01970 | Purified PLC-beta3, fluorogenic substrate, fluorescence | inhibition, % at 12.2 µM | actives 0.18% (n = 370,000) | AID 720704; in the data active = inhibition above about 11%;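 note: 0% = median of compound wells on plate and 100% = full blocker control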
PLCg1 inh – inhibitors of human phospholipase C gamma1 | AID 720700 | inhibition, % at 12.2 µM | actives 0.84% (n = 370,000) | purified PLC-gamma1, fluorogenic substrate, fluorescence; in the data active = inhibition above about 9.5%
Target sequence (P19174 whole entry, looked up): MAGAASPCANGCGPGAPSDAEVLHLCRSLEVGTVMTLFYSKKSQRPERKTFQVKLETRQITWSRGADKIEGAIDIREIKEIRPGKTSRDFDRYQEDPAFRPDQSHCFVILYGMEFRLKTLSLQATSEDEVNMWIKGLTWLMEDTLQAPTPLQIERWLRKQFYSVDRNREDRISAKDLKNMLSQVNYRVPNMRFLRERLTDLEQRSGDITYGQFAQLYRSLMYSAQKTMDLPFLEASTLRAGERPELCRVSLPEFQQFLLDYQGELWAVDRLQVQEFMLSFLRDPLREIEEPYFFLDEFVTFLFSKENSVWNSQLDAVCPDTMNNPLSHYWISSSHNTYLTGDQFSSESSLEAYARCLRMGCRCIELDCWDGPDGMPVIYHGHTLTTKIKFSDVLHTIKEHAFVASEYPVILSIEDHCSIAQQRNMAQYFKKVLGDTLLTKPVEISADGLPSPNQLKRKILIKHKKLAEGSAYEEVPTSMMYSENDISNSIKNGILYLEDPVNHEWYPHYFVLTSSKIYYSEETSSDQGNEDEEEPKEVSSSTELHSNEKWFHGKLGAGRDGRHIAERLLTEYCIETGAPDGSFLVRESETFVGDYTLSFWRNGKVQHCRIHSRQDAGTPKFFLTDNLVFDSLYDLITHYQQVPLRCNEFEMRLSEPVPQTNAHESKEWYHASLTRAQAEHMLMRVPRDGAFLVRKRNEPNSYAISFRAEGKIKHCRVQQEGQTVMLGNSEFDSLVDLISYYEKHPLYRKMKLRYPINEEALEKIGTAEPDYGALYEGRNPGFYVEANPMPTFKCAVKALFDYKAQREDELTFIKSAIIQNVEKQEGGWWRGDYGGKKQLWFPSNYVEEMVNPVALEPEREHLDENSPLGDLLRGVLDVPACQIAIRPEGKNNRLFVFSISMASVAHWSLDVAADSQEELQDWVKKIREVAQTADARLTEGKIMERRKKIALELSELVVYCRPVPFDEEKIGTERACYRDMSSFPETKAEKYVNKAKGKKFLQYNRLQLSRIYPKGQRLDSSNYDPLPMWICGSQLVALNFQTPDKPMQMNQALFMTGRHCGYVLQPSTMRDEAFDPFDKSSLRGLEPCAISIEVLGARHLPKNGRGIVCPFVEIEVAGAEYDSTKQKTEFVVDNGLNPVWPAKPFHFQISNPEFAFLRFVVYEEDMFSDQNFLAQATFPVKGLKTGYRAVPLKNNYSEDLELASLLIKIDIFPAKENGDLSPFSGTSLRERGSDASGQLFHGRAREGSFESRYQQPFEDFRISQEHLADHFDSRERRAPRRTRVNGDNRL
DDE Tn7 FP inh – disrupts Tn7 cyclic peptide binding to fibrin D-Dimer-E complex; FP displacement of FITC-Tn7 peptide from fibrin DD(E); 0% = median of compound wells per plate; inhibition, % at 8.3 µM; actives 0.13% (n = 370,000);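 active = inhibition above the mean of compounds falling within the control limits plus 3 SD of them, cut at about 14% in these data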;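 note: 0% = plate median of compound wells and 100% = 10 µM Aha-Tn7 peptide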
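Test system – human fibrin DD(E) · Times – 10 min preincubation, 3 h with tracer, room temperature · Detection – fluorescence polarization of the labelled Tn7 tracer · Measure – percent inhibition normalized to high-control wells · Benchmarks – high control wells with 10 µM unlabelled Aha-Tn7 peptide (full inhibition) · Repeats – singlicate testing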
proKLK7 act – activators of human kallikrein-7 zymogen; AID 652039; actives 0.9% (n = 370,000); purified proKLK7, EDANS-DABCYL substrate fluorescence; 100% is mature enzyme control, 0% vehicle; activation, % at 7 µM;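 active = activation above the mean of all tested compounds plus 3 SD, computed per campaign excluding outliers beyond control limits, cut at about 13% in these data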
DDE Tn6 FP inh – inhibitors of Tn6 peptide binding to human fibrin DD(E); inhibition, % at 8.3 µM; Fibrin DD(E) TRITC-Tn6 fluorescence polarization displacement; actives 0.21% (n = 370,000);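 active = inhibition above a per-campaign cutoff: mean of compounds within control limits plus 3 SD, cut at about 15% in these data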;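 note: 0% = median of all compound wells on the plate and 100% = blocking peptide control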
HGIII-sPLA2 inh – Inhibits HGIII-sPLA2 liposome hydrolysis, primary screen | Q9NZ20 | QFRET BODIPY PC-A2 liposome hydrolysis, fluorescence | inhibition, % at 12.2 µM | actives 0.56% (n = 370,000);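 active = inhibition above mean plus 3 SD of compounds lying within the high and low control bounds, cut at about 19% in these data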;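 note: 0% = median of test compound wells and 100% = no enzyme DMSO wells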
Numbers without * were called inactive; i = inactive; nt = no result given. Rows are unselected; about 4.5% have a hit in one of these screens.

SMILES | ASAP1 inh | ARFGAP1 inh | UHRF1 MBD2 ctr | NR1D1 modulator | PLCb3 inh | PLCg1 inh | DDE Tn7 FP inh | proKLK7 act | DDE Tn6 FP inh | HGIII-sPLA2 inh
COC(=O)[C@H](C(C)C)N(CCc1cn(CC2CCCCC2)nn1)S(=O)(=O)c1ccccc1Br | nt | nt | -1 | 3 | -1 | 2 | -1 | 0.6 | -1 | -1
O=[N+]([O-])c1ccc2c(c1)nc(CO)n2Cc1ccccc1 | -9 | 2 | 3 | 4 | -7 | 0 | 3 | -0.7 | 4 | -1
CC(=O)c1cnc2n(c1=O)CCS2 | 7 | 1 | 0 | 0 | 3 | 3 | 6 | 0.4 | 4 | 3
S=C(c1ccc2c(c1)OCO2)N1CCCC1 | 1 | 11 | 3 | -3 | 2 | 1 | 0 | 0.7 | -6 | -1
Cc1cccc(-c2nsc(SCC(=O)N3CCCC3)n2)c1 | -1 | 6 | -1 | nt | -2 | -2 | 2 | -0.1 | 3 | -5
OCCNc1nc(N2CCOCC2)nc(N2CCOCC2)n1 | 0 | -1 | 6 | -2 | -5 | 0 | 3 | -0.2 | -1 | 6
CC(C1CC2CCC1C2)n1c(COc2ccccc2F)nnc1SCC(N)=O (centres undefined) | 3 | -10 | -1 | -5 | 1 | 2 | 7 | 0.4 | -3 | -18
COC(=O)c1ccccc1OCc1cccc(C)n1 | -6 | 4 | -3 | -5 | -4 | 0 | -8 | -0.1 | -4 | -3
CCN(C(=O)CSc1nnc(-c2ccc(OC)cc2)n1N)c1c(N)n(Cc2ccccc2)c(=O)[nH]c1=O | 13 | 5 | 1 | -3 | -4 | 4 | -4 | 1.5 | -9 | 1
CCn1c(CNc2ccc(F)cc2)nnc1SCC(=O)OC1CCCCC1 | 6 | 4 | 3 | 0 | -1 | 3 | 6 | -0.6 | 8 | 5
O=C(NCc1ccccc1)C(C1CC1)n1c(=O)c(-c2cc3ccccc3[nH]2)nc2ccccc21 (centres undefined) | -10 | -4 | 0 | 4 | i | i | 1 | -36 | -5 | -19
Cc1cc(C)n(CC(O)COc2ccccc2[N+](=O)[O-])n1 (centres undefined) | 0 | 9 | 0 | 4 | -1 | 2 | 7 | 0.6 | -1 | 22*
OCc1nn2c(c1Br)NC(c1ccccc1)CC2C(F)(F)F (centres undefined) | -7 | -6 | -4 | 1 | 0 | 5 | -2 | -0.5 | 6 | 4
Cc1ccc(C)c(N(C(=O)c2csnn2)C(C(=O)NC2CCCC2)c2cccnc2)c1 (centres undefined) | -9 | -10 | 2 | -1 | -6 | 0 | -3 | -0.4 | 3 | 2
COc1ccc(OCC(=O)N/N=C/c2cccc3cccnc23)cc1 | 10 | 19 | -5 | 0 | -7 | 2 | -1 | 0.9 | -9 | -16
COc1cccc(NC(=S)NCc2ccncc2)c1 | 10 | -5 | -2 | 2 | 1 | 2 | -6 | 0.4 | -1 | 0
O=C(Nc1ccc(S(=O)(=O)N2CCOCC2)cc1)c1ccc2c(c1)OCO2 | 2 | -7 | 2 | 2 | -5 | -1 | -1 | 0.7 | -2 | 9
CC(CC(=O)Nc1ccc(-c2ccno2)cc1)n1cccn1 (centres undefined) | 3 | 0 | 0 | 2 | -8 | -1 | 0 | -0.3 | 0 | 2
O=C(N/N=C/c1ccc(Br)o1)c1cncc(Br)c1 | 2 | -7 | -1 | -2 | -5 | -3 | 3 | 0.1 | -3 | -2
COc1ccc(C(=O)Nc2ccc(S(=O)(=O)Nc3nccc(C)n3)cc2)cc1OC | 6 | -5 | 5 | 7 | 3 | 6 | 0 | 0.1 | -7 | 6

Single values from the results shown:
PLCg1 inh with `Cc1cc(C)n(CC(O)COc2ccccc2[N+](=O)[O-])n1` (centres undefined) stands at 2
NR1D1 modulator with `COc1cccc(NC(=S)NCc2ccncc2)c1` stands at 2

The main list resumes; the four compounds before the break are reprinted first.
SMILES | ASAP1 inh | ARFGAP1 inh | UHRF1 MBD2 ctr | NR1D1 modulator | PLCb3 inh | PLCg1 inh | DDE Tn7 FP inh | proKLK7 act | DDE Tn6 FP inh | HGIII-sPLA2 inh
O=C(Nc1ccc(S(=O)(=O)N2CCOCC2)cc1)c1ccc2c(c1)OCO2 | 2 | -7 | 2 | 2 | -5 | -1 | -1 | 0.7 | -2 | 9
CC(CC(=O)Nc1ccc(-c2ccno2)cc1)n1cccn1 (centres undefined) | 3 | 0 | 0 | 2 | -8 | -1 | 0 | -0.3 | 0 | 2
O=C(N/N=C/c1ccc(Br)o1)c1cncc(Br)c1 | 2 | -7 | -1 | -2 | -5 | -3 | 3 | 0.1 | -3 | -2
COc1ccc(C(=O)Nc2ccc(S(=O)(=O)Nc3nccc(C)n3)cc2)cc1OC | 6 | -5 | 5 | 7 | 3 | 6 | 0 | 0.1 | -7 | 6
O=C(NCCc1nnc2ccc(NCc3ccc(Cl)cc3)nn12)c1ccccc1 | -10 | 3 | 15 | -4 | -11 | -2 | -1 | 0.6 | 5 | -3
COc1ccc(C(CNC(=O)c2cc(S(=O)(=O)Nc3cccc(C)c3)ccc2C)N2CCOCC2)cc1 (centres undefined) | 6 | -6 | -1 | 3 | -7 | 3 | -1 | 0.4 | 6 | -7
COc1ccc(NC(=O)c2ccc(C#N)cc2)cc1NS(=O)(=O)c1ccc(F)cc1 | -3 | -10 | 10 | -3 | -5 | -4 | 4 | 0.0 | 0 | -1
C=CCNC(=S)Nc1sc2c(c1C(N)=O)CCCC2 | 4 | 1 | 1 | 0 | -7 | -3 | -5 | 0.6 | 3 | 13
COc1ccccc1CNC(=O)c1cc2c(s1)CS(=O)(=O)C2 | -17 | -13 | 1 | -1 | 3 | -6 | -4 | -0.2 | 9 | -3
O=C(NCCNc1ccc([N+](=O)[O-])cc1)c1ccccc1Cl | 9 | 10 | -2 | 5 | 2 | 0 | 3 | 0.2 | 8 | 1
O=C(COc1ccccc1)NCC(=O)N1CCCCCC1 | 12 | 3 | -1 | -8 | -2 | 2 | 1 | -0.3 | -8 | 6
CCOC(=O)Cc1csc(SCC(=O)Nc2ccc(C)cc2F)n1 | -17 | -2 | -3 | 2 | 0 | 1 | -4 | 0.1 | 4 | -5
COc1ccc(C#Cc2ccc3c(c2)[C@H]2[C@H](CCN2S(=O)(=O)c2ccccc2F)[C@H](CO)N3C)cc1 | nt | nt | -1 | 2 | -69 | -50 | 6 | -2.5 | -4 | 12
CC(C)Cc1nnc(NC(=O)CCC(=O)N2CCN(c3ccc([N+](=O)[O-])cc3)CC2)s1 | 5 | -4 | -4 | -1 | 0 | 0 | 4 | 0.7 | -6 | -13
C[C@H](NC(=O)C1CC(=O)N(c2ccc3c(c2)OCCO3)C1)C(=O)NC1CCCC1 (some centres undefined) | 3 | 11 | 4 | -3 | -9 | -2 | 1 | -0.1 | -3 | 9
CC[C@@]12C(=O)N(c3ccc(C)cc3)C(=O)N1[C@H](c1ccc(OC)cc1)[C@@H]1C(=O)N(C(C)(C)C)C(=O)[C@@H]12 | -1 | 6 | 0 | -1 | 2 | 2 | 1 | -0.2 | 2 | -12
O=C(NCc1ccc(Cl)nc1)c1csc([C@@H]2O[C@H](CO)[C@H](O)[C@H](O)[C@H]2O)n1 | 0 | 12 | 3 | 3 | 2 | 2 | -2 | -0.4 | -2 | 4
Cc1ccc(/C=N/NC(=O)c2cccs2)o1 | -7 | -6 | 0 | 3 | -3 | -5 | -6 | 0.0 | 0 | 1
CCCNC(=O)c1cc2c(c(-c3cccc(-c4ccc(C#N)cc4)c3)n1)[C@@H](CCO)N(C(=O)CC)C2 | 9 | -13 | -2 | -3 | 0 | -2 | 7 | 0.2 | 7 | -6
C(=N\Nc1nc2ccccc2s1)/c1ccc2c(c1)OCO2 | 14 | 3 | 5 | 0 | -47 | -30 | 8 | -1.5 | -3 | 10
C[C@@H]1CN([C@H](C)CO)C(=O)Cc2cc(NC(=O)Nc3ccccc3)ccc2O[C@@H]1CN(C)Cc1ccc2c(c1)OCO2 | 8 | 12 | -1 | 3 | 1 | 2 | -2 | 0.8 | -10 | -45
CCc1cccc2c(C(=O)C(F)(F)F)cn(CC(=O)NCC3CCCO3)c12 (centres undefined) | -14 | -13 | 1 | -2 | 0 | -1 | 1 | -0.4 | -5 | -3
COC(=O)c1cc(-c2ccc(OC)c(OC)c2)c(=O)n2c1CCC2 | nt | nt | 0 | 8 | -292 | -210 | 0 | -0.2 | 3 | -2
COC(=O)[C@]12C[C@H](CC(=O)NCc3cccc(C(F)(F)F)c3)C(=O)N(CCC3=CCCCC3)C1=C[C@H](COCc1ccccc1)O[C@@H]2C | -2 | 6 | -1 | 3 | 7 | 1 | -2 | -0.2 | -2 | -15
CN(CC(=O)NCCN1CCOCC1)S(=O)(=O)c1ccc(Cl)cc1 | -3 | 10 | 2 | 9 | 0 | 1 | 0 | -0.1 | -6 | 14
Cc1ccc(OCCNC(=O)Cc2ccc(S(=O)(=O)N3CCOCC3)s2)cc1 | -7 | 13 | 0 | 0 | -12 | -5 | -5 | -0.5 | -7 | -10
COc1cc(C(=O)N2C[C@@H]3CCC[C@H]2C3)ccc1OC1CCN(C(C)=O)CC1 | 11 | -5 | 2 | -6 | -2 | 3 | -6 | 0.2 | 1 | -1
CCc1nn(CCCC(=O)NC(C)c2ccccc2)c(=O)c2cc3occc3n12 (centres undefined) | 0 | 6 | 0 | 0 | 2 | 1 | 4 | -0.7 | 0 | -1
CC1Cc2ccccc2N1C(=S)NC1CCCC1 (centres undefined) | -9 | -3 | -2 | 3 | -7 | -1 | -1 | -0.7 | 0 | 9
Cc1cc(NC(=O)CSc2ccc3nnc(-c4ccccn4)n3n2)no1 | 0 | -9 | -2 | -2 | -25 | -22 | 1 | 2.0 | -1 | -5
COc1ccc(N2C(=O)CCC(C(=O)NCc3ccccn3)C2c2ccc(OC)c(OC)c2)cc1 (centres undefined) | 1 | 14 | -1 | 0 | 0 | -2 | 5 | -0.3 | -6 | 0
Cc1sc(-c2ccccn2)nc1OC(=O)c1ccc(Cl)cc1 | 2 | -4 | 0 | 3 | -4 | -2 | 5 | -0.3 | -2 | 1
Cc1ccc(-c2nnc(SCC(=O)NCCN3C(=O)CSC3=O)n2C)cc1 | 7 | 8 | 0 | -2 | -9 | 6 | -2 | 0.4 | -2 | 10
COc1cc(CNc2ncnc3c2ncn3[C@H]2CN(Cc3ccc(-c4ccccc4)cc3)C[C@@H](CO)O2)cc(OC)c1OC | 20 | 4 | 13 | 2 | 0 | 2 | -12 | 0.8 | 0 | -53
O=C(N/C(=C\c1cccc(Br)c1)C(=O)N1CCCCC1)c1ccco1 | -12 | 13 | 2 | 0 | -5 | -2 | -7 | -0.9 | -3 | -8
COc1ccc(CN2CCCC(C(=O)Nc3cccc(-n4cccn4)c3)C2)c(F)c1 (centres undefined) | -3 | 6 | -1 | 0 | -3 | 6 | 3 | 0.2 | 1 | -12
